DRD3 agonist: qHTS of D3 Dopamine Receptor Agonist: qHTS; D3R DiscoveRx beta-arrestin cells, luminescence, 90 min; D(3) dopamine receptor (Homo sapiens), P35462; max activation, %; 410,000 compounds, 0.58% hits; in the data active means max activation above about 30%; further: 0% is about no effect; mostly tested at two doses, the higher about 12 µM
Target sequence (P35462 whole entry, looked up): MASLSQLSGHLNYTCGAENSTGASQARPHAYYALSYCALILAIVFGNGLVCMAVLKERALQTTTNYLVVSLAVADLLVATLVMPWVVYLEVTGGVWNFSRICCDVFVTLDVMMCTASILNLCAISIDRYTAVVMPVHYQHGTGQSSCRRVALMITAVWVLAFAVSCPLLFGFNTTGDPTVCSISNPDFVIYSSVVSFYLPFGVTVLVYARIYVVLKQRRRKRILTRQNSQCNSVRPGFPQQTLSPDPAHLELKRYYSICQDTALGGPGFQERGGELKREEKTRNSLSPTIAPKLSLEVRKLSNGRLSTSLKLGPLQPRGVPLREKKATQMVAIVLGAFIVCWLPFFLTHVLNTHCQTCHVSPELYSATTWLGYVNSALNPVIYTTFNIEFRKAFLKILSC
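Agonist-mode cell screen: cells plated at 1500/well and incubated overnight at 37 °C, then exposed to library compounds for 90 min at 37 °C. Detection reagent was added for 30–60 min at room temperature, and luminescence was read.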
HT1080-NT tox: qHTS for induction of synthetic lethality in tumor cells producing 2HG: qHTS for the HT-1080-NT fibrosarcoma cell line; HT-1080-NT fibrosarcoma viability, CellTiter-Glo ATP luminescence, 48 h; Potency, µM (highest dose often 46.1 µM), inactives show at the top dose activity, negative = less viability, actives largely listed as cytotoxic; 360,000 compounds, 1.6% hits;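 further: NT is the 2HG producing partner of a matched IDH1 knockdown line; potency means the concentration at half of the fitted maximal effect; 0% = DMSO-treated cells and -100% = media-only wells without cells; nearly all actives have a fitted effect of over 55% in size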
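750 cells/well, RPMI + 5% FBS; 2 h settle, compound pin-transfer, 48 h at 37 degrees C. CellTiter-Glo 10 min RT, luminescence. Normalized to DMSO and media-only wells.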
HT1080 IDH1KD tx: qHTS for induction of synthetic lethality in tumor cells producing 2HG: qHTS for the HT-1080-IDH1KD cell line | HT-1080 IDH1 knockdown viability, ATP luminescence, 48 h | Potency, µM (highest dose often 46.1 µM), inactives show top-dose activity, negative = toxicity, most hits filed as cytotoxic | AID 686971, 2013 | 360,000 compounds, 2% hits;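 further: potency means the concentration at half of the fitted maximal effect; 0% = DMSO wells and -100% = cell-free medium wells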
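Viability of IDH1-knockdown HT-1080 fibrosarcoma cells was assessed by CellTiter-Glo after 48 h at 37 °C with titrated compound; concentration-effect curves were classified by fit quality and response size.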
KB-V1 cytotox: qHTS assay for MDR1-selective chemotherapeutics: Primary screen using the drug-selected MDR subline cells KB-V1; KB-V1 MDR cells viability, CellTiter-Glo, 72 h; Potency, µM (highest dose often 46.1 µM), for inactives: top-dose activity change, negative = cytotoxicity, usual class: cytotoxic; 400,000 compounds, 3.4% hits; AID 1347076, 2019; further: potency means the concentration at half of the fitted maximal effect; on the % scale 0 is the no-effect control and ±100 the full control effect; nearly all actives have a fitted effect of over 60% in size
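qHTS viability screen in drug-selected KB-V1 MDR cells: 72 h compound treatment at 37 degrees C, ATP luminescence end point.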
SW480 rereplic: A quantitative high throughput screen for small molecules that induce DNA re-replication in SW480 colon adenocarcinoma cells | 340,000 compounds, 1.8% hits | Potency, µM (titrated, usually from 46.1 µM), inactives show at the top dose re-replication activation, usual class: activators | SW480 DNA re-replication, Hoechst DNA content imaging, 48 h; further: potency means the concentration at half of the fitted maximal effect; % of control where 0% means no effect; nearly all actives have a fitted effect of over 55% in size
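Cells (250 per well) received 23 nL compound or DMSO by pin tool and were kept 48 hr at 37 C, 5% CO2. Nuclei were then stained with Hoechst for 40 min and scanned for DNA content.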
GLP1R ag: qHTS of GLP-1 Receptor Agonists; AID 624172, 2012; 380,000 compounds, 0.007% hits; Glucagon-like peptide 1 receptor (Homo sapiens), P43220; HEK293 GLP-1R CRE-luciferase, luminescence, 4-6 h; cells express a hypersensitive GLP-1R form; Potency, µM (doses to about 45.6 µM), for the others: at the highest dose activation, usual class: activators; further: potency means the concentration at half of the fitted maximal effect; % of control where 0% means no effect
Target sequence (P43220 whole entry, looked up): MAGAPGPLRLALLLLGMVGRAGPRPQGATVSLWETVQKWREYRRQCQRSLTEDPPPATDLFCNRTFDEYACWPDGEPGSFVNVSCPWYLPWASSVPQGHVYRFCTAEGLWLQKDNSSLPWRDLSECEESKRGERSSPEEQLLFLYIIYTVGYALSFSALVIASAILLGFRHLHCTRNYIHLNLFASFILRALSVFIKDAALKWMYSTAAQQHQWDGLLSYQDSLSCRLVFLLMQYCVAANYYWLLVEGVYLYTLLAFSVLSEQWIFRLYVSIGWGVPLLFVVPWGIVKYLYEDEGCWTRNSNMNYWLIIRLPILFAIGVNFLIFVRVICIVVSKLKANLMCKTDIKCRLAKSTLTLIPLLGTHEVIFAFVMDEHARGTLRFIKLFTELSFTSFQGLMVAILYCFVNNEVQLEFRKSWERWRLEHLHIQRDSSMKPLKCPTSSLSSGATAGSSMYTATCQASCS
IL-1B inflam inh: qHTS for Inhibitors of Inflammasome Signaling: IL-1-beta AlphaLISA Primary Screen | THP-1 LPS/ATP IL-1B secretion, AlphaLISA, 16 h; hits give low values | activity change, % at 57.5 µM | 360,000 compounds, 4.7% hits; in the data active means activity change below about -50%; inconclusive means mostly about -30% to -49%; further: on the % scale 0 is the no-effect control and ±100 the full control effect
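THP-1 cells pretreated 1 hr with compounds (up to 57.5 uM final), then stimulated with LPS (250 ng/mL final) plus ATP (1.25 mM final); secreted IL-1B measured by AlphaLISA after 16 hr, decreased signal indicating inhibition.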
KB-3-1 cytotox: qHTS assay for MDR1-selective chemotherapeutics: Primary screen using the parental adenocarcinoma cell KB-3-1 | 400,000 compounds, 1.4% hits | AID 1347075, 2019 | Potency, µM (doses to about 46.1 µM), for inactives: at the top dose activity change, negative = cytotoxic, most hits filed as cytotoxic | KB-3-1 viability, CellTiter-Glo ATP luminescence, 72 h; further: potency means the concentration at half of the fitted maximal effect; on the % scale 0 is the no-effect control and ±100 the full control effect; nearly all actives have a fitted effect of over 60% in size
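Viability of parental KB-3-1 cells, measured by CellTiter-Glo luminescence, followed a 72 h incubation at 37 °C with pinned compounds in phenol-red-free DMEM containing 10% FBS.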
D3 antag: qHTS of D3 Dopamine Receptor Antagonist: qHTS. D(3) dopamine receptor (Homo sapiens), P35462. D3R cells, DiscoveRx beta-arrestin luminescence, antagonist mode; hits give low values. max response, negative = inhibition, %. 360,000 compounds, 2.5% hits; in the data active means max response below about -50%; inconclusive means no clear call, values can overlap the other calls; further: on the % scale 0 is the no-effect control and ±100 the full control effect; mostly tested at two doses, the higher about 12 µM
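Cells plated overnight at 1500 cells/well, then exposed to library compounds with dopamine controls for 90 minutes at 37 degrees C. DiscoveRx reagent added for 30–60 minutes at room temperature; luminescence read, quantitative HTS format.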
Active calls of the source: *; ? = inconclusive; . = no result given. Unless noted, the call rests on the fitted dose curve; in most records, active means well fitted curve in the direction sought with a large enough effect; inconclusive means small, poorly fitted or top-dose-only effect, or another doubt; inactive means no such curve, though single readings can be large; an effect the other way counts as inactive or inconclusive.

SMILES | DRD3 agonist | HT1080-NT tox | HT1080 IDH1KD tx | KB-V1 cytotox | SW480 rereplic | GLP1R ag | IL-1B inflam inh | KB-3-1 cytotox | D3 antag
COc1ccnc(Oc2ccccc2)c1C(=O)N/C=N/OCc1ccccc1F | 4 | -10% | 1% | ? | 2% | 20% | -6 | 1% | 17
CN(Cc1c(F)cccc1Cl)C(=O)c1ccc(COc2ccccc2)cc1 | -6 | 3% | 2% | . | 3% | -5% | -3 | . | ?
O=C(N/N=C/c1ccncc1)c1ccccc1 | -6 | -4% | -3% | 6% | -1% | -11% | 9 | 0% | ?
CCOC(=O)c1cc2sccc2n1CC(=O)N1CCN(C(=O)c2ccco2)CC1 | 1 | 5% | -5% | 2% | 3% | -12% | -1 | 4% | -7
Cc1ccc(COC(=O)c2cccc(S(=O)(=O)N3CCCCCC3)c2)cc1 | 5 | 5% | 10% | -1% | -1% | 0% | 21 | 3% | 0
O=C(O)C1CCN(C(=O)CSc2nnc(-c3ccccc3)o2)CC1 | -7 | 2% | 3% | -21% | 3% | -9% | 12 | 1% | 8
O=C1C2C3C=CC(C2C(=O)N1c1ccc(O)cc1)C1C2C(=O)N(c4ccc(O)cc4)C(=O)C2C31 (stereo not drawn) | 0 | 5% | 8% | 3% | 5% | 1% | 18 | -16% | 14
N#CC1=C(N)Oc2n[nH]c(-c3ccc(F)cc3)c2C1c1cccnc1 (stereo not drawn) | 0 | 5% | 12% | ? | -7% | -1% | -2 | 3% | 21
Cc1cccc(C(=O)NCC(=O)OCC(=O)c2ccc(Cl)s2)c1 | 3 | 18% | 3% | 19% | 7% | -3% | 28 | 19% | -8
CCCOc1ccc(CCC(=O)N/N=C/c2ccc([N+](=O)[O-])o2)cc1 | -6 | -19% | -19% | ? | -5% | 3% | -3 | -11% | -1
COc1ccc(Cc2n[nH]c(=S)o2)cc1 | -6 | 14% | 0% | -13% | 5% | 1% | 5 | -4% | -20
NS(=O)(=O)c1cccc(NC(=O)Nc2ccccc2)c1 | 21 | 7% | 15% | 0% | -10% | ? | -9 | 21% | 2
CCOC(=O)N1CCN(C(=O)c2cn(C)c3ccc(S(=O)(=O)N(CC)CC)cc3c2=O)CC1 | 1 | 0% | 1% | ? | 0% | 1% | 9 | 6% | 0
CC#Cc1cc2c(cc1O)CCC1C2CCC2(C)C(O)CCC12 (stereo not drawn) | -10 | 8.2µM* | ? | ? | 9.2µM* | 6% | 0 | 2.6µM* | 0
CCC(N=c1cc(-c2ccc(OC)c(OC)c2)oc2ccc(C)cc12)C(=O)O (stereo not drawn) | -4 | 7% | 7% | ? | ? | 18% | -8 | 10% | -3
CCn1c(SCC(=O)Nc2nccc(C)n2)nc2ccccc21 | 8 | 28% | 0% | ? | 16% | 5% | 31 | -23% | 11
C=C(C)Cn1c(SCC(=O)O)nnc1-c1ccc(OC)cc1 | 4 | 2% | -2% | 17% | 0% | -10% | 0 | -4% | -26
COC(=O)/C=c1\sc2n(c1=O)C(C)=CC(C)(C)N=2 | -4 | 7% | 14% | -26% | -5% | -9% | ? | 5% | -12
NC(=O)C1CC(=O)N(c2ccc(OCC(=O)NCc3ccccc3)cc2)C1 (stereo not drawn) | -6 | -11% | -2% | -6% | -19% | 6% | 15 | 5% | -8
C/C(=C/C(=O)Nc1cccc(F)c1)N1CCCC1 | -10 | -18% | -1% | 3% | ? | 2% | 0 | 34% | 9
CS(=O)(=O)N(CC(=O)Nc1cccc(Cl)c1)c1ccccc1Cl | 0 | -5% | -14% | -29% | -3% | 3% | 21 | -7% | 27
O=C(CCNS(=O)(=O)c1cccs1)N1CCN(c2cccc(C(F)(F)F)c2)CC1 | 11 | -3% | -12% | 16µM* | -2% | 1% | -12 | -19% | 37
O=C(NC1CCCCC1)C(c1ccc2ncccc2c1)N(Cc1cccs1)C(=O)c1cccs1 (stereo not drawn) | 24 | ? | ? | -12% | -2% | -1% | ? | 2% | 48
N#Cc1cccc(C(=O)Nc2cccc(S(=O)(=O)N3CCCC3)c2)c1 | 1 | 11% | -2% | -8% | -1% | 8% | -5 | 1% | 15
c1cc(-c2ccc3c(c2)CCO3)n2cnnc2c1 | 7 | 1% | 3% | 7% | . | 15% | 22 | 0% | 1

For convenience, some entries already given:
SMILES | DRD3 agonist | HT1080-NT tox | HT1080 IDH1KD tx | KB-V1 cytotox | SW480 rereplic | GLP1R ag | IL-1B inflam inh | KB-3-1 cytotox | D3 antag
O=C(NC1CCCCC1)C(c1ccc2ncccc2c1)N(Cc1cccs1)C(=O)c1cccs1 (stereo not drawn) | 24 | ? | ? | -12% | -2% | -1% | ? | 2% | 48
N#Cc1cccc(C(=O)Nc2cccc(S(=O)(=O)N3CCCC3)c2)c1 | 1 | 11% | -2% | -8% | -1% | 8% | -5 | 1% | 15
c1cc(-c2ccc3c(c2)CCO3)n2cnnc2c1 | 7 | 1% | 3% | 7% | . | 15% | 22 | 0% | 1

Remaining list, next part
SMILES | DRD3 agonist | HT1080-NT tox | HT1080 IDH1KD tx | KB-V1 cytotox | SW480 rereplic | GLP1R ag | IL-1B inflam inh | KB-3-1 cytotox | D3 antag
CCc1noc(C)c1C(=O)Nc1cc(C(F)(F)F)ccc1-n1cncn1 | -10 | -2% | -8% | -18% | 1% | 13% | 8 | -3% | 2
CCc1nc2c(OCCOc3ccc(F)cc3)cccn2c1N(C)C(=O)C(C)C | -4 | 1% | 2% | -4% | . | -5% | -8 | 0% | 3
COc1ccnc(N2CCN(c3ccccc3)CC2)c1C#N | -17 | -21% | 1% | -21% | -15% | 1% | -3 | -11% | -19
COc1ccccc1/C=N\NC(=O)c1ccc(COc2ccc(C)c(C)c2)o1 | -3 | 0% | 2% | -8% | 2% | 26% | 6 | 0% | -12
O=C(c1ccc([N+](=O)[O-])cc1)N(Cc1ccc(Br)cc1)N1C(=O)CCCC1=O | 27 | 23% | 4% | ? | -8% | 0% | 16 | 0% | -16
Clc1ccc(CSC2=NCCCN2)cc1Cl | -10 | ? | ? | -7% | -1% | -3% | ? | ? | -57*
Cc1ccc(S(=O)(=O)N2CCC(=O)N(CCOCc3cccc(C(F)(F)F)c3)CC2)cc1 | 1 | -6% | 1% | 0% | -2% | -1% | ? | -11% | 9
CC(C)(C)Cc1nc(-c2ccc(Cl)cc2)no1 | -5 | -8% | -5% | -9% | -5% | -9% | 0 | 0% | -21
CCOC(=O)CSC1=C(C#N)C(c2ccc(F)cc2)C(C(C)=O)=C(C)N1 (stereo not drawn) | 0 | 1% | 10% | 15% | -5% | -1% | -3 | 17% | 12
N#C/C(=C\c1c[nH]c2ccccc12)c1nnc2n1CCCCC2 | 2 | 23% | 15% | -9% | -1% | 21% | ? | 17% | -21
CCNc1nc(SC(C)C(=O)OC)nc(N(C)C)n1 (stereo not drawn) | 3 | 0% | 14% | 9% | -5% | 8% | 4 | 9% | 2
O=C(N/N=C/c1ccco1)c1ccc(C(=O)N/N=C/c2ccco2)o1 | -10 | 2% | -16% | 2% | 17% | 7% | 13 | -6% | 0
O=C(NCCN1C(=O)CCC1=O)c1ccncc1 | 11 | 6% | 17% | -3% | 3% | -3% | 35 | 3% | -4
Cc1cc(=O)n2c3ccccc3n(C)c2n1 | 12 | 26% | -2% | 0% | -1% | -3% | -11 | 20% | 5
Cc1ccccc1C(=O)NC(NCc1ccco1)C(Cl)(Cl)Cl (stereo not drawn) | -2 | -2% | 2% | -5% | -3% | 3% | -2 | -6% | -11
O=C(CCCC(=O)N1CCCc2ccccc21)N1CCCc2ccccc21 | 1 | 1% | -1% | ? | 2% | 9% | ? | -4% | 11
CC(=O)OCCn1c2nc(=O)[nH]c(=O)c-2nc2cc(C)c(C)cc21 | -5 | -3% | 0% | 6% | -1% | -5% | 20 | 15% | 0
O=C(NC1CCCC1)C(NS(=O)(=O)c1cccc2nsnc12)c1ccccc1 (stereo not drawn) | 0 | 2% | -3% | -16% | 4% | 0% | 30 | 6% | -18
Cc1cccc(C(=O)Oc2ccccc2C(=O)N2CCOCC2)c1 | -16 | -1% | -2% | -15% | -1% | 0% | 0 | -21% | -1
COc1cc(S(=O)(=O)N(Cc2ccccc2)CC2CCCO2)ccc1-n1cnnn1 (stereo not drawn) | -4 | 1% | 2% | ? | -4% | 12% | -4 | -5% | 8
CCN(CC(=O)Nc1c(F)cccc1F)C(=O)c1cc(S(=O)(=O)N2CCOCC2)ccc1N1CCCC1 | 8 | 16% | -1% | 17% | -6% | -12% | -25 | 2% | 14
CCc1cc(C(=O)NCC(c2cccs2)N2CCOCC2)sc1C (stereo not drawn) | -11 | -7% | -8% | ? | -4% | 4% | 12 | 0% | 4
Cc1nc2ccc(S(=O)(=O)N(CC(=O)Nc3cccc(F)c3)Cc3ccccc3)cc2s1 | 0 | . | . | -2% | . | -1% | . | 10% | .
Cn1c(=O)c2c(-c3ccccc3)n(N3CCOCC3)cc2n(C)c1=O | 8 | 3% | 12% | -10% | 0% | 3% | -5 | -3% | 29
CCN(CC)C(=O)CSc1nc2cc(OC)c(OC)cc2c(=O)n1Cc1ccc(Cl)cc1 | 1 | -21% | -28% | ? | 17% | 8% | -53* | -1% | ?

A second format for some results above.
The line under a structure holds: DRD3 agonist	HT1080-NT tox	HT1080 IDH1KD tx	KB-V1 cytotox	SW480 rereplic	GLP1R ag	IL-1B inflam inh	KB-3-1 cytotox	D3 antag
> Cn1c(=O)c2c(-c3ccccc3)n(N3CCOCC3)cc2n(C)c1=O
 : 8	3%	12%	-10%	0%	3%	-5	-3%	29
> CCN(CC)C(=O)CSc1nc2cc(OC)c(OC)cc2c(=O)n1Cc1ccc(Cl)cc1
 : 1	-21%	-28%	?	17%	8%	-53*	-1%	?

Bioassay records from PubChem BioAssay.
